hcDAF12 agonist = activates DAF-12 receptor from parasite H. contortus | HEK293 hcDAF-12 lit1-tk-luc reporter, luminescence; 0% DMSO, 100% Δ7-dafachronic acid | activation, % at 6.8 µM | actives 1.4% (n = 370,000);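 active = activation above the mean of all tested compounds plus 3 SD, cut at about 5.5% in these data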;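 also: 100% = response to 3 µM Δ7-dafachronic acid high control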
HGIII-sPLA2 inh = Inhibits HGIII-sPLA2 liposome hydrolysis, primary screen; Q9NZ20; QFRET BODIPY PC-A2 liposome hydrolysis, fluorescence; inhibition, % at 12.2 µM; actives 0.56% (n = 370,000);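 active = inhibition above mean plus 3 SD of compounds lying within the high and low control bounds, cut at about 19% in these data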;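 also: 0% = median of test compound wells and 100% = no enzyme DMSO wells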
FXN GAA850 act = activators of GAA850 frataxin (FXN) promoter | HEK293 lucGAA850 FXN promoter luciferase reporter, 24 h; percent of 10 µM SAHA response | activation, % at 6 µM | actives 0.56% (n = 360,000) | AID 540364;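 active = activation above the average of all compounds screened plus 3 SD, cutoff fixed separately per campaign, cut at about 7.5% in these data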;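 also: 0% = DMSO wells and 100% = 10 µM SAHA wells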
DAX1 inh-1 = NR0B1 (DAX1) inhibition; HEK293 Gal4-DAX1 luciferase reporter, luminescence; inhibition, % at 6.75 µM; AID 504766; actives 0.99% (n = 340,000);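 active = inhibition above the mean over all tested compounds plus 3 SD, cut at about 4.2% in these data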;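 also: 0% = DAX1-transfected cells with DMSO and 100% = empty-vector control cells with DMSO; inhibition shows as a rise in luminescence from relieved DAX1 repression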
ADAM17 inh = inhibitors of human ADAM17; AID 720648; inhibition, % at 6.95 µM; actives 0.83% (n = 370,000); recombinant ADAM17, EDANS/DABCYL FRET peptide cleavage;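 active = inhibition above the mean of compounds lying between control limits plus 3 SD, set per campaign, cut at about 8.5% in these data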;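 also: 0% = DMSO-only wells as the low control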
ssDAF-12 act = activates DAF-12 receptor from parasite S. stercoralis. AID 652126. actives 1% (n = 370,000). HEK293 ssDAF-12/GRIP1 lit1-tk-luc reporter, luminescence; % of 3 µM dafachronic acid response. activation, % at 6.8 µM;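 active = activation above the mean over all tested compounds plus 3 SD, cut at about 0.9% in these data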;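 also: 0% = DMSO-only wells and 100% = 3 µM delta7-dafachronic acid wells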
PLC-gamma1 inh = blocks human PLC-gamma1 enzyme activity; actives 0.84% (n = 370,000); AID 720700; inhibition, % at 12.2 µM; purified PLC-gamma1, fluorogenic substrate, fluorescence; in the data active = inhibition above about 9.5%
Target sequence (P19174 whole entry, looked up): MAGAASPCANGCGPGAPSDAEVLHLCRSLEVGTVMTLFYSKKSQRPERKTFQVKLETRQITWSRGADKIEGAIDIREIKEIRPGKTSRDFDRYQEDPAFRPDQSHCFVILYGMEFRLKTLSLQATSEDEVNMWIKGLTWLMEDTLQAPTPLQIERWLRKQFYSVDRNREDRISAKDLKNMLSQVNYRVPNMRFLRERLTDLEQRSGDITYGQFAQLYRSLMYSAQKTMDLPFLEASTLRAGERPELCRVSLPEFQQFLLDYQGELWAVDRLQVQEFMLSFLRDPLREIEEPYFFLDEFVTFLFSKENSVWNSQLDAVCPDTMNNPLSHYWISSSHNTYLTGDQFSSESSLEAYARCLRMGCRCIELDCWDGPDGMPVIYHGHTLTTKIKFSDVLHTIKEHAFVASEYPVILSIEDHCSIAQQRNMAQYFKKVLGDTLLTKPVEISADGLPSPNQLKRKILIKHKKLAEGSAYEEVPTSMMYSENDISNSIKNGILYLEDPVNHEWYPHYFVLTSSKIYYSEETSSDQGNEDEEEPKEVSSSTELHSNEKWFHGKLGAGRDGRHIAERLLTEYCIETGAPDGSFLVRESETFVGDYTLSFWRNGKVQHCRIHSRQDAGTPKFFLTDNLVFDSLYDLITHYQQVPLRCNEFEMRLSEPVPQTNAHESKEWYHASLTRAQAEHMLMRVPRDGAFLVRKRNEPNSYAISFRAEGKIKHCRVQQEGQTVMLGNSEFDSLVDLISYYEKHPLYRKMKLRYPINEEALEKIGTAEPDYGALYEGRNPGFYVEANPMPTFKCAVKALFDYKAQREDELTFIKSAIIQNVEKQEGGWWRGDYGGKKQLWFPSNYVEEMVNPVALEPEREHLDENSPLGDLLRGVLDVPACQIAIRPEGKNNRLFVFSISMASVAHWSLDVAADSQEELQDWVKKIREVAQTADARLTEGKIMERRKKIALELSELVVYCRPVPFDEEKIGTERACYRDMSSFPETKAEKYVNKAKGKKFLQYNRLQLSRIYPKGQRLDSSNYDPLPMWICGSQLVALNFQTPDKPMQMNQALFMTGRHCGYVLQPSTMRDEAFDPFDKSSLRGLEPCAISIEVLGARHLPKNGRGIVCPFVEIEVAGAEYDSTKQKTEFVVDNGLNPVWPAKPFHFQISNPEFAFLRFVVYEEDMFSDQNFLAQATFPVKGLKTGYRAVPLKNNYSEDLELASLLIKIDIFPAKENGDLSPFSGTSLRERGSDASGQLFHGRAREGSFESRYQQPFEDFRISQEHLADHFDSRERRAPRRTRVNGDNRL
PLCb3 inh = blocks human PLC-beta3 enzyme activity; Q01970; Purified PLC-beta3, fluorogenic substrate, fluorescence; inhibition, % at 12.2 µM; actives 0.18% (n = 370,000); AID 720704; in the data active = inhibition above about 11%;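 also: 0% = median of compound wells on plate and 100% = full blocker control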
DAX1 inh-2 = inhibitors of DAX1 repression of SF-1 activated StAR promoter. HEK293T StAR-luciferase reporter, SF-1/DAX-1 repression relief. inhibition, % at 6.8 µM. actives 1.1% (n = 370,000). AID 652010;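 active = inhibition above the mean over all tested compounds plus 3 SD, cut at about 3.6% in these data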;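 also: 0% = DAX-1 cells with DMSO and 100% = cells lacking DAX-1 with DMSO; higher inhibition means more luminescence from relief of DAX-1 repression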
hgDAF-12 ag = agonists of H. glycines DAF-12 nuclear receptor | actives 1.8% (n = 370,000) | activation, % at 6.8 µM | HEK293 GAL4-hgDAF12 UAS-luciferase reporter, agonist luminescence; normalized to butyrate control;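 active = activation above a cutoff set at the mean of all screened compounds plus 3 SD, cut at about 10% in these data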;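 also: 0% = DMSO wells and 100% = sodium butyrate wells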
ADAM10 inh = ADAM10 inhibition, QFRET primary screen; recombinant ADAM10, EDANS/DABCYL FRET peptide cleavage, 3 h; O14672; actives 0.62% (n = 370,000); AID 720582; inhibition, % at 7 µM;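 active = inhibition above a per-campaign cutoff equal to the mean of compounds falling between control-based bounds plus 3 SD, cut at about 20% in these data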;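 also: 0% = DMSO wells while the 100% control is not disclosed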
* marks the source's active call; other numbers are inactive results.

Screening CC(=O)Nc1ccc(CNc2nc3cc(-c4cccc(C(F)(F)F)c4)sc3c(=O)n2C)cc1 returned hcDAF12 agonist 0.1, HGIII-sPLA2 inh 7, FXN GAA850 act -4.0, ADAM17 inh -3, ssDAF-12 act -0.2, PLC-gamma1 inh 3, PLCb3 inh -3, DAX1 inh-2 -1.1, hgDAF-12 ag 0.6 and ADAM10 inh -28.
`Cc1ccc2[nH]c(=O)cc(C(=O)OC(C)C)c2c1` gave hcDAF12 agonist -2.1, HGIII-sPLA2 inh 4, FXN GAA850 act 2.2, DAX1 inh-1 -1.0, ADAM17 inh -50, ssDAF-12 act -0.8, PLC-gamma1 inh -190, PLCb3 inh -227, DAX1 inh-2 -0.8, hgDAF-12 ag -1.1 and ADAM10 inh -152.
O=C(O)c1cc(S(=O)(=O)N2CCCCC2)ccc1N1CCCCC1 was read as hcDAF12 agonist -0.7, HGIII-sPLA2 inh 3, FXN GAA850 act -0.3, DAX1 inh-1 0.2, ADAM17 inh 0, ssDAF-12 act -1.1, PLC-gamma1 inh 3, PLCb3 inh -4, DAX1 inh-2 1.9, hgDAF-12 ag 1.9 and ADAM10 inh -1.
C=CCN(Cc1nc(-c2cc(OC)ccc2OC)oc1C)C1CCS(=O)(=O)C1 (stereo unspecified) was read as hcDAF12 agonist -1.7, HGIII-sPLA2 inh -1, FXN GAA850 act -0.6, DAX1 inh-1 0.9, ADAM17 inh -19, ssDAF-12 act -1.6, PLC-gamma1 inh -5, PLCb3 inh -6, DAX1 inh-2 -0.4, hgDAF-12 ag -2.9 and ADAM10 inh -46.
O=C(CSc1nc2ccsc2c(=O)n1Cc1ccc(C(=O)O)cc1)NCc1ccco1 was read as hcDAF12 agonist -1.4, HGIII-sPLA2 inh -2, FXN GAA850 act -3.1, DAX1 inh-1 0.5, ADAM17 inh -3, ssDAF-12 act -0.9, PLC-gamma1 inh -3, PLCb3 inh 2, DAX1 inh-2 0.3, hgDAF-12 ag 0.5 and ADAM10 inh 1.
`O=C(CCCn1cc([N+](=O)[O-])cn1)Nc1ccc2c(c1)OCO2` gave hcDAF12 agonist -1.0, HGIII-sPLA2 inh 4, FXN GAA850 act -0.4, DAX1 inh-1 0.1, ADAM17 inh -4, ssDAF-12 act -1.0, PLC-gamma1 inh 0, PLCb3 inh -8, DAX1 inh-2 0.3, hgDAF-12 ag 1.7 and ADAM10 inh 1.
For CCCCN(C(=O)c1ccc(-c2ccc([N+](=O)[O-])cc2)o1)c1c(N)n(CC(C)C)c(=O)[nH]c1=O the results were hcDAF12 agonist 1.5, HGIII-sPLA2 inh 3, FXN GAA850 act 2.2, DAX1 inh-1 -0.4, ADAM17 inh -3, ssDAF-12 act -1.5, PLC-gamma1 inh -10, PLCb3 inh -21, DAX1 inh-2 1.4, hgDAF-12 ag -1.3 and ADAM10 inh -8.
`Clc1cccc(NCc2nnc(SCc3ccccc3Cl)o2)c1` gave hcDAF12 agonist -0.3, HGIII-sPLA2 inh -5, FXN GAA850 act 0.4, DAX1 inh-1 -0.4, ADAM17 inh 6, ssDAF-12 act -1.1, PLC-gamma1 inh 4, PLCb3 inh 1, DAX1 inh-2 0.1, hgDAF-12 ag 0.4 and ADAM10 inh 19.
Screening O=C(N/N=C/c1cn(-c2ccccc2)nc1-c1cc2ccccc2o1)c1ccncc1 returned hcDAF12 agonist 6.8*, HGIII-sPLA2 inh -14, FXN GAA850 act 1.5, DAX1 inh-1 2.2, ADAM17 inh -3, ssDAF-12 act 2.0*, PLC-gamma1 inh -19, PLCb3 inh -26, DAX1 inh-2 2.8, hgDAF-12 ag 19* and ADAM10 inh -4.
Screening Cc1[nH]c(=O)c(C#N)cc1-c1ccccc1 returned hcDAF12 agonist -2.7, HGIII-sPLA2 inh -8, FXN GAA850 act 3.6, DAX1 inh-1 2.2, ADAM17 inh -22, ssDAF-12 act -0.7, PLC-gamma1 inh -11, PLCb3 inh -14, DAX1 inh-2 0.3, hgDAF-12 ag -0.1 and ADAM10 inh -67.
`Cc1ccc(S(=O)(=O)Nc2ccccc2C(=O)N2CCCCC2)cc1` gave hcDAF12 agonist -3.0, HGIII-sPLA2 inh 2, FXN GAA850 act 0.3, DAX1 inh-1 0.3, ADAM17 inh -7, ssDAF-12 act -1.1, PLC-gamma1 inh -2, PLCb3 inh -9, DAX1 inh-2 -1.0, hgDAF-12 ag -2.3 and ADAM10 inh 5.
Screening NC(=O)COC(=O)c1c2c(nc3ccccc13)CCCCC2 returned hcDAF12 agonist 1.5, HGIII-sPLA2 inh 0, FXN GAA850 act 0.0, DAX1 inh-1 2.3, ADAM17 inh -4, ssDAF-12 act -1.6, PLC-gamma1 inh 3, PLCb3 inh -1, DAX1 inh-2 -0.2, hgDAF-12 ag 0.9 and ADAM10 inh -8.
COc1ccc([N+](=O)[O-])cc1NC(=O)c1ccc(-n2nc(C)cc2C)cc1 was read as hcDAF12 agonist -2.0, HGIII-sPLA2 inh -9, FXN GAA850 act -1.8, DAX1 inh-1 -0.5, ADAM17 inh -1, ssDAF-12 act -1.4, PLC-gamma1 inh 3, PLCb3 inh -1, DAX1 inh-2 -0.3, hgDAF-12 ag -1.3 and ADAM10 inh 0.
`COc1ccc(Oc2nc(-c3ccccn3)nc3ccccc23)cc1` gave hcDAF12 agonist 0.4, HGIII-sPLA2 inh 0, FXN GAA850 act 1.9, ADAM17 inh -1, ssDAF-12 act 0.5, PLC-gamma1 inh 1, PLCb3 inh -5, DAX1 inh-2 0.8, hgDAF-12 ag 3.4 and ADAM10 inh -7.
Cc1cccc(OCCCn2c(CO)nc3ccccc32)c1 was read as hcDAF12 agonist -0.9, HGIII-sPLA2 inh 3, FXN GAA850 act 3.2, DAX1 inh-1 3.1, ADAM17 inh 5, ssDAF-12 act -0.5, PLC-gamma1 inh 12*, PLCb3 inh 3, DAX1 inh-2 0.1, hgDAF-12 ag 3.7 and ADAM10 inh 3.
For COC(=O)CCCC(=O)Nc1ccc(Br)cc1 the results were hcDAF12 agonist -3.1, HGIII-sPLA2 inh -3, FXN GAA850 act 1.4, DAX1 inh-1 -1.3, ADAM17 inh -5, ssDAF-12 act -0.7, PLC-gamma1 inh -1, PLCb3 inh 0, DAX1 inh-2 0.0, hgDAF-12 ag 1.4 and ADAM10 inh -1.
`CC(C)OCC1CC(CC(=O)Nc2ccc([N+](=O)[O-])cc2)C(=O)O1` (stereo unspecified) gave hcDAF12 agonist -1.5, HGIII-sPLA2 inh 4, FXN GAA850 act -0.6, DAX1 inh-1 0.7, ADAM17 inh 0, ssDAF-12 act -1.3, PLC-gamma1 inh 5, PLCb3 inh 4, DAX1 inh-2 -0.1, hgDAF-12 ag -1.3 and ADAM10 inh -2.
`CC(C)=C1SC(N2CCN(c3ccc(C)cc3)CC2)=NC1=O` gave hcDAF12 agonist 0.2, HGIII-sPLA2 inh 0, FXN GAA850 act 0.6, DAX1 inh-1 0.0, ADAM17 inh -3, ssDAF-12 act -1.4, PLC-gamma1 inh 5, PLCb3 inh -2, DAX1 inh-2 0.2, hgDAF-12 ag 0.2 and ADAM10 inh 2.
Cc1ccc(-c2nn3c(C)nnc3s2)cc1NC(=O)COc1ccc(Cl)cc1 was read as hcDAF12 agonist -1.9, HGIII-sPLA2 inh 0, FXN GAA850 act -0.3, DAX1 inh-1 1.6, ADAM17 inh 0, ssDAF-12 act -1.3, PLC-gamma1 inh 1, PLCb3 inh 3, DAX1 inh-2 -0.2, hgDAF-12 ag 0.3 and ADAM10 inh -18.
O=C(O)Cn1c(CCS(=O)(=O)c2ccc(Br)cc2)nc2ccccc21 was read as hcDAF12 agonist 2.2, HGIII-sPLA2 inh 11, FXN GAA850 act 1.9, DAX1 inh-1 -0.9, ADAM17 inh -4, ssDAF-12 act -1.4, PLC-gamma1 inh 2, PLCb3 inh -4, DAX1 inh-2 0.4, hgDAF-12 ag 3.2 and ADAM10 inh 6.
Screening CCOC(=O)C1CCN(C(=O)Cc2c(F)cccc2Cl)CC1 returned hcDAF12 agonist -1.3, HGIII-sPLA2 inh -4, FXN GAA850 act 2.3, DAX1 inh-1 -0.9, ADAM17 inh 2, ssDAF-12 act -1.3, PLC-gamma1 inh 2, PLCb3 inh 8, DAX1 inh-2 -0.4, hgDAF-12 ag -0.5 and ADAM10 inh 6.
Cc1cc(C(F)F)n2ncc(C(=O)NCc3ccc(F)cc3)c2n1 was read as hcDAF12 agonist -2.8, HGIII-sPLA2 inh 2, FXN GAA850 act 2.0, DAX1 inh-1 0.0, ADAM17 inh -1, ssDAF-12 act -1.2, PLC-gamma1 inh -5, PLCb3 inh -22, DAX1 inh-2 -0.1, hgDAF-12 ag -4.8 and ADAM10 inh -2.
`Cc1ccc(-c2nc3ncccn3c2NC(=O)c2ccccc2)cc1` gave hcDAF12 agonist -2.0, HGIII-sPLA2 inh 7, ADAM17 inh -113, ssDAF-12 act -0.7, PLC-gamma1 inh -277, PLCb3 inh -349, DAX1 inh-2 -1.4, hgDAF-12 ag 3.5 and ADAM10 inh -324.
For COc1ccc(CC(=O)N(Cc2ccccc2)c2ccc(C)cc2)cc1OC the results were hcDAF12 agonist 3.9, HGIII-sPLA2 inh -6, FXN GAA850 act -1.8, DAX1 inh-1 0.4, ADAM17 inh -4, ssDAF-12 act -1.3, PLC-gamma1 inh 1, PLCb3 inh -5, DAX1 inh-2 2.6, hgDAF-12 ag 2.7 and ADAM10 inh -11.
`CC(C)NCC(=O)NC12CC3CC(CC(C3)C1)C2` gave hcDAF12 agonist 0.0, HGIII-sPLA2 inh -4, FXN GAA850 act 4.1, DAX1 inh-1 -1.0, ADAM17 inh -7, ssDAF-12 act -0.8, PLC-gamma1 inh 0, PLCb3 inh -1, DAX1 inh-2 0.0, hgDAF-12 ag 0.8 and ADAM10 inh -10.
For Cc1cc(N2CCCCC2)nc2ccc(NC(=O)c3ccc(Br)o3)cc12 the results were hcDAF12 agonist -3.5, HGIII-sPLA2 inh 6, FXN GAA850 act 1.9, DAX1 inh-1 -1.6, ADAM17 inh -1, ssDAF-12 act -1.3, PLC-gamma1 inh -32, PLCb3 inh -49, DAX1 inh-2 -0.3, hgDAF-12 ag -2.7 and ADAM10 inh -10.
Screening Cc1ccc2nc3n(c(=O)c2c1)-c1cc(Cl)ccc1C(=O)NC3Cc1ccccc1 (stereo unspecified) returned hcDAF12 agonist -0.1, HGIII-sPLA2 inh 7, ADAM17 inh -4, ssDAF-12 act -1.2, PLC-gamma1 inh -3, PLCb3 inh 2, DAX1 inh-2 0.0, hgDAF-12 ag -1.1 and ADAM10 inh 1.

Screening results from PubChem BioAssay.
